STEP block: blocks human striatal-enriched tyrosine phosphatase; recombinant STEP, OMFP fluorogenic substrate, fluorescence; P54829; actives 0.25% (n = 360,000); inhibition, % at 20 µM;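 active = inhibition at 20 µM, scaled per plate between control wells, above about 37%, limit read from the data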;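 also: 0% = DMSO with enzyme and substrate and 100% = substrate only without enzyme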
Target sequence (P54829 whole entry, looked up): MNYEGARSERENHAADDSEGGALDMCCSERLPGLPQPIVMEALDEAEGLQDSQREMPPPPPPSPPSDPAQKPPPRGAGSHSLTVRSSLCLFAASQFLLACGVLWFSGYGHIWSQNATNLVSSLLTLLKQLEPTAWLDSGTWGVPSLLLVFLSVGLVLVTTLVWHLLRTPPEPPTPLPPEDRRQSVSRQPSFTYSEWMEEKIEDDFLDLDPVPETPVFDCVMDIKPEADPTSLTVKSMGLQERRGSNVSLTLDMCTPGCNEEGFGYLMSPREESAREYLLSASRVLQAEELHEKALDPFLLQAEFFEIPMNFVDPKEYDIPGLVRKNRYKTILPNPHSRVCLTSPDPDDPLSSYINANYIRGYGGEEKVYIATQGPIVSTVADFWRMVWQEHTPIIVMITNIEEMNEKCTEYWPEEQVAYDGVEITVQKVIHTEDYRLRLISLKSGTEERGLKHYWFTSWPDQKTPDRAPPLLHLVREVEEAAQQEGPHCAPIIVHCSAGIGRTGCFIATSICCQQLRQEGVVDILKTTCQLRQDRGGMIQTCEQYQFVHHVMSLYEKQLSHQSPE
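Measure: Control-normalized % inhibition with plate pattern correction | Test system: STEP phosphatase, cell-free reaction | Medium: pH 6.0 Bis-Tris with DTT and Tween 20 | Technique: Fluorescence, 480/540 nm | Times: Reaction 20 min, ambient temperature | Doses: Single compound dose of 20 µM, 1% DMSO final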
Scp1 inh: Scp-1 (human) phosphatase inhibition. actives 0.88% (n = 340,000). inhibition, % at 20 µM. Recombinant Scp1, phosphopeptide, malachite green phosphate absorbance;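 active = inhibition above about 50% at 20 µM, limit read from the data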;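 also: plate controls were DMSO wells with enzyme for no effect and wells lacking enzyme for full effect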
Target sequence (Q9GZU7 76-261 limits assumed): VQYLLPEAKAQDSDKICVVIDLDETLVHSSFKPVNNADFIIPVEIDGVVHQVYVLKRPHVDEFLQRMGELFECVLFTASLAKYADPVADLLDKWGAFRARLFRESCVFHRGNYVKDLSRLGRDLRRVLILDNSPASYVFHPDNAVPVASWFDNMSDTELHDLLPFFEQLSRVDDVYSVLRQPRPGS
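Test system – truncated SCP-1 phosphatase (76-261aa) · Reagent – Phosphorylated 17-residue peptide substrate · Incubation – 45 min room-temperature reaction, 5 min colour, 30 min stabiliser · Detection – colorimetric phosphate reagent with accelerator and stabiliser, absorbance at 630 nm · Measure – % inhibition at 20 µM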
SUMO1 PPI mod: SUMO1-SIM interaction modulation; AID 602429; P63165; inhibition, % at 20 µM; SUMO1 binding to a labelled peptide, TR-FRET, 1 h; actives 0.33% (n = 360,000); in the data active = inhibition above about 37%
Target sequence (P63165 whole entry, looked up): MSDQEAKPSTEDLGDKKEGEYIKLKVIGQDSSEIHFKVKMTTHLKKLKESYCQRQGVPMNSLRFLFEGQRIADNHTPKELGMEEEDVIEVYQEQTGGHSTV
SKN-1 inh: inhibitors of C. elegans SKN-1; actives 0.49% (n = 360,000); inhibition, % at 21.8 µM; C. elegans VP596 Pgst-4::GFP/RFP ratio, acrylamide-induced, 24 h;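 active = interference check ratio from 0.5 to 1.5 plus GFP to RFP signal ratio inhibition reaching or exceeding a fixed threshold, cut at about 30% in these data, passing the limit was not always enough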; also: some compounds called inactive have numbers as strong as hits
LMPTP inh: LMPTP (human) inhibition; inhibition, % at 20 µM; recombinant LMPTP-A, OMFP fluorogenic substrate, fluorescence intensity; actives 0.22% (n = 360,000); AID 651560;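 active = compounds that cut the enzyme signal by at least half of the control window in the single-dose screen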;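 also: plate controls were DMSO wells with enzyme plus substrate for no effect and substrate without enzyme for full effect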
Target sequence (P24666 whole entry, looked up): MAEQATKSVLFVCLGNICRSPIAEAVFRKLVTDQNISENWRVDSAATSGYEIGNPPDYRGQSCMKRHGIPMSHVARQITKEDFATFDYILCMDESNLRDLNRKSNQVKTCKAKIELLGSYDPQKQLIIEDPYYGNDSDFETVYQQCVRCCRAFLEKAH
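Test system: LMPTP-A phosphatase enzyme; input: 0.625 nM LMPTP-A final; reagent: OMFP substrate, 400 µM final; compound dosing: 20 µM single dose, 3% DMSO; incubation: 50 min dark incubation at room temperature; measured by: endpoint fluorescence intensity from OMFP dephosphorylation; measure: % inhibition relative to no-enzyme and uninhibited control wells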
DNMT1 inh: DNMT1 (human) enzyme inhibition; DNMT1 molecular beacon, Hinp1I cleavage, fluorescence; inhibition (reported as % activation of signal), % at 10 µM; actives 0.83% (n = 360,000); P26358; in the data active = inhibition above about 50%
Rpn11 inh: Rpn11 (human) deubiquitinase inhibition; actives 0.59% (n = 360,000); O00487; calls only at 20 µM; human 26S proteasome, Ub4-pepOG fluorescence polarization; 20S core pre-blocked with epoxomicin;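 active = inhibition at 20 µM, scaled to each plate's controls, above about 33%, limit read from the data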
NadD block: blocks S. aureus nicotinate mononucleotide adenylyltransferase; purified NadD enzyme, colorimetric absorbance read-out; inhibition, % at 20 µM; actives 0.78% (n = 360,000); AID 602399; in the data active = inhibition above about 26%; also: some compounds past the cut are filed as inactive
MT1-MMP act inh: inhibitors of human MT1-MMP activation; P50281; HT1080 RFP-PRO-GFP cells, GFP/RFP ratio fluorescence, overnight; percent of plate control window, DMSO zero; GFP/RFP ratio change, % at 20 µM; actives 0.061% (n = 360,000);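 active = GFP/RFP ratio change of at least 30% with cell ATP level not reduced by more than half and red fluorescence within 50% of control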; also: strong numbers were not always called active
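Assay system: RFP-PRO-GFP reporter HT1080 cells; read-out basis: GFP/RFP fluorescence ratio; benchmarks: DMSO wells and RFP-L50D-GFP cells; doses: 20 µM single dose, 1% DMSO; schedule: overnight cell settling, then overnight compound exposure, 37 °C, 5% CO2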
NRP1-CendR mod: alters CendR peptide binding to human NRP-1 | O14786 | FAM-RPARPAR peptide binding to NRP-1, fluorescence polarization | inhibition, % at 25 µM | actives 0.85% (n = 360,000);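 active = inhibition or corrected inhibition above about 18%, plus a signal ratio from 0.5 to 1.5, limit read from the data, passing the limit was not always enough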; also: strong numbers were not always called active
The depositor's hits bear a star; i = inactive; · = not tested or not shown; & = joins results of further samples.

A first look:
Screens in order – STEP block	Scp1 inh	SUMO1 PPI mod	SKN-1 inh	LMPTP inh	DNMT1 inh	Rpn11 inh	NadD block	MT1-MMP act inh	NRP1-CendR mod
- O=S1(=O)CCOC[C@H](Cc2ccccc2)N1Cc1ccc(Cl)cc1
    0	-4	6	19	1.5	3	i	-2	-6	29*
- Cc1ccc(NC(=O)c2cccc(Oc3ccc([N+](=O)[O-])cc3)c2)c(C(=O)O)c1
    -1	-6	-9	3	1.2	-2	i	2	2	-13
- O=C(c1ccc(Br)s1)N1CCN(C/C=C/c2ccccc2)CC1
    -2	-6	5	12	-1.4	-6	i	-6	19	-5
- O=[N+]([O-])c1ccc(Oc2cc(NC3CCCCCCC3)c([N+](=O)[O-])cc2[N+](=O)[O-])cc1
    3	0	-1	12	0.1	12	i	10	-6	8

Results, repeating the preview:
Screens in order – STEP block	Scp1 inh	SUMO1 PPI mod	SKN-1 inh	LMPTP inh	DNMT1 inh	Rpn11 inh	NadD block	MT1-MMP act inh	NRP1-CendR mod
- O=S1(=O)CCOC[C@H](Cc2ccccc2)N1Cc1ccc(Cl)cc1
    0	-4	6	19	1.5	3	i	-2	-6	29*
- Cc1ccc(NC(=O)c2cccc(Oc3ccc([N+](=O)[O-])cc3)c2)c(C(=O)O)c1
    -1	-6	-9	3	1.2	-2	i	2	2	-13
- O=C(c1ccc(Br)s1)N1CCN(C/C=C/c2ccccc2)CC1
    -2	-6	5	12	-1.4	-6	i	-6	19	-5
- O=[N+]([O-])c1ccc(Oc2cc(NC3CCCCCCC3)c([N+](=O)[O-])cc2[N+](=O)[O-])cc1
    3	0	-1	12	0.1	12	i	10	-6	8
- CN(CC(=O)Nc1ccc(Cl)c(C(F)(F)F)c1)C(=O)c1cccc2cccnc12
    0	-4	11	5	0.3	1	i	-7	-1	1
- Cc1cc(C)n(-c2ccc(NC(=O)C3CCCCN3C(=O)c3ccoc3)cc2)n1 (configuration not stated)
    -1	-2	5	23	-0.2	2	i	-1	-3	-19
- O=C(CN1C(=O)C2C3C=CC(C3)C2C1=O)OCC(=O)c1ccc(Br)cc1 (configuration not stated)
    -1	1	-3	4	-0.4	0	i	-5	1	0
- COc1ccc(NC(=S)NN2CCN(C)CC2)cc1
    1	3	3	-2	-4.2	1	i	1	-2	16
- O=C(c1cnn2c(C(F)(F)F)cc(-c3cccs3)nc12)N1CCOCC1
    -3	-6	-14	6	0.2	0	i	-2	4	1
- CCOC(=O)c1c(C)[nH]c(C)c1S(=O)(=O)NCc1cc(C)ccc1C
    0	-3	5	5	0.9	1	i	-6	-2	13
- C[n+]1cccc(O)c1SCc1ccccc1
    -2	-3	-6	15	-1.3	-3	i	-2	1	2
- C=CCn1c(SCc2c(C)noc2C)nc2cc(C(=O)O)ccc2c1=O
    0	-10	4	-5	-1.7	0	i	2	7	-4
- O=C(NCc1cccc(Cl)c1)c1ccc2c(c1)OCCO2
    0	-8	4	6	0.3	-1	i	-2	3	1
- CCOc1ccc(NC(=O)C2CCCN(C)C2)cc1 (configuration not stated)
    -6	-2	2	7	3.3	6	i	-4	0	8
- COc1ccc(C(C)=NOC(=O)c2c(-c3ccccc3Cl)noc2C)cc1CN1CCOCC1
    2	·	-1	29	0.2	-9	i	-8	0	-6
- CN(C)CCOC(=O)CCCCCCCCC(=O)OCCN(C)C
    -2	0	4	20	-3.6	1	i	2	-4	-14
- COc1ccc(/C=C/C(=O)N2CC(C)OC(C)C2)cc1OC (configuration not stated)
    -7	12	-4	2	0.7	9	i	-3	5	1
- Cc1[nH]c2ccc(C(=O)OC(C)C(=O)N(C)c3ccccc3)cc2c1C (configuration not stated)
    -2	-4	6	27	0.8	-4	i	-3	-3	-8
- O=C(Cn1nnnc1CN1CCOCC1)N1CCC(c2cccc(Cl)c2)C1 (configuration not stated)
    -4	1	14	-9	-1.6	-2	i	-1	-1	15
- C[C@@H]1CN([C@H](C)CO)C(=O)CCCn2nncc2CO[C@@H]1CN(C)C(=O)Nc1ccc(N2CCN(C)CC2)cc1
    -1	·	0	12	-5.7	3	i	6	3	-1
- CC(C)(C)NC(=O)c1ccc2c(c1)C1C3CCC(C3)C1C(c1ccccc1)N2 (configuration not stated)
    -2	-5	-2	11	6.1	-3	i	11	-25	3
- Cc1cccc(C)c1NC(=O)CN(C)C(=O)c1ccccc1Sc1ccccc1C#N
    2	-13	-1	1	-1.2	-1	i	-3	-3	5
- CCN(Cc1ccccc1)C(=O)CCNS(=O)(=O)c1ccc2c(c1)CC(C)N2C(C)=O (configuration not stated)
    2	-20	4	-11	-0.4	-3	i	-3	3	5
- O=C(NNc1ccccc1C(F)(F)F)c1sccc1Br
    2	-8	8	-12	-1.3	-1	i	1	4	-10
- CC1(C(=O)Nc2ccccc2)Cc2c(-c3cccc(C(F)(F)F)c3)ccnc2O1 (configuration not stated)
    0	·	2	15	1.8	-3	i	-2	1	2
- O=C(CCn1nnc(-c2cccs2)n1)N1CCc2ccccc2C1
    2	-8	-3	3	-0.9	9	i	-1	-4	-3
- CCOC(=O)N1CCN(C(=O)COC(=O)C2CCN(S(=O)(=O)c3c(Cl)cccc3Cl)CC2)CC1
    0	-2	4	14	-0.4	0	i	-3	4	1
- COc1ccc(C(c2sc3nc(C)nn3c2O)N2CCc3ccccc3C2)cc1 (configuration not stated)
    2	-11	-5	4	-2.3	-6	i	2	0	15
- O=S(=O)(Cc1ccccc1Cl)NCCc1ccc(F)cc1
    0	-6	7	-3	0.4	2	i	-10	1	6
- Cc1ccc(S(=O)(=O)N2CCN(C(=O)Cc3ccc(S(=O)(=O)N4CCOCC4)s3)CC2)cc1
    0	-4	0	10	0.5	-3	i	-2	-1	-3
- O=C(c1ccccc1)N1CCN(S(=O)(=O)c2ccc(Cl)c(C(F)(F)F)c2)CC1
    0	-6	3	-12	-0.4	-5	i	-1	-4	8
- Cc1ccc(N(C)C(=O)c2cc(S(=O)(=O)N3CCCCC3)c[nH]2)cc1
    -1	-3	2	-16	0.3	-3	i	-1	-6	5
- CC(=O)Nc1ccc(S(=O)(=O)N2CCN(S(=O)(=O)c3ccc(F)c(F)c3F)CC2)cc1
    -2	-4	-1	11	-2.7	-12	i	0	-3	7
- O=C(CN1C(=O)S/C(=C/c2cccnc2)C1=O)N1CCOCC1
    -1	0	-25	4	-2.4	3	i	-3	3	7
- COc1ccc(N2CCN(C(=O)C(=O)c3c(C)n(C)c4ccccc34)CC2)cc1
    -1	2	-2	14	0.1	2	i	-7	4	14
- COc1ncccc1-c1nnn(-c2ccc(F)cc2)n1
    -2	-4	0	11	-2.1	1	i	-2	0	10
- O=C(NN(C(=O)C1CC1)c1nc2ccccc2s1)C1CC1
    1	-3	3	11	-1.5	-2	i	0	0	-2
- CCCc1nc2ccccc2c(=O)n1NC(=O)c1c(O)c2cccc3c2n(c1=O)CCC3
    5	-2	29	-9	1.3	-3	i	26	-9	-7
- CCc1nnc(N2C(=N)SCC2=O)s1
    -3	-2	3	9	-1.5	3	i	-7	4	-3
- CCOc1cc(C(C(=O)NCC2CCCO2)N(C(=O)Cn2nnc3ccccc32)c2ccccc2C)ccc1O (configuration not stated)
    0	-5	-6	8	1.2	-1	i	-4	-2	-6
- C=CCn1c(C)cc(C)c(C#N)c1=O
    -5	-5	-1	-20	0.8	0	i	7	0	-2
- N#Cc1c(-c2ccco2)ccn(Cc2ccc(F)cc2)c1=O
    1	-7	-16	4	0.3	-1	i	0	-3	-11
- Cc1nc2cc(N3CCCCC3)c(NC(=O)c3ccncc3)cc2c(=O)n1Cc1ccccc1
    -2	-5	3	28	0.6	-9	i	2	-2	-12
- Cn1c(N2CCN(C(=O)Nc3ccc(F)cc3)CC2)nc2ccccc21
    -1	3	2	-20	-0.9	1	i	-3	4	2
- CCOC(=O)COc1cc(-n2c(=S)[nH]c3ccccc3c2=O)c(Cl)cc1Cl
    7	1	-5	2	1.5	3	i	3	-5	7
- CN(C)C(=O)c1ccc(N/C=C(\C=O)c2nc3ccccc3o2)cc1
    -2	-1	-11	-7	-0.9	2	i	4	-5	6
- COc1ccc(/C=C2\SC(=S)N(N3CCOCC3)C2=O)c(OC)c1
    3	-22	-4	16	1.6	-2	i	-11	6	8
- CC(C)Nc1nc(NC(C)C)nc(Oc2ccc(OCc3ccccc3)nn2)n1
    0	-5	-2	8	-2.3	1	i	-2	4	14
- CCC(C)NC(=O)c1ccccc1NC(=O)C(C)N(c1ccccc1)S(C)(=O)=O (configuration not stated)
    -1	2	1	9	-2.7	3	i	-2	2	-2
- CC1CCC(C(C)C)C(OC(=O)Cn2c(-c3ccc(Br)cc3)[n+](C)c3ccccc32)C1 (configuration not stated)
    -1&2	9&15	-4&1	-7&-3	1.3&2.2	6&8	i	0&11	-47&-25	6&6

(listing goes on)
Screens in order – STEP block	Scp1 inh	SUMO1 PPI mod	SKN-1 inh	LMPTP inh	DNMT1 inh	Rpn11 inh	NadD block	MT1-MMP act inh	NRP1-CendR mod
- CC1(C)Cc2nc(Cl)c(C#N)cc2CO1
    1	-1	0	10	0.0	-9	i	3	-10	11
- O=C(NC1CCOC1=O)OCc1ccccc1 (configuration not stated)
    1	·	1	8	-2.1	5	i	1	-2	-1
- CCCCN(CCCC)c1ncnc2nc[nH]c12
    4	-6	6	1	0.3	4	i	3	-15	22*
- O=C(CN1CCN(Cc2ccccc2Cl)C1=O)NCc1ccco1
    8	0	4	-4	-1.0	0	i	-3	1	7
- CC1(C(=O)NCC(F)(F)F)CCN1C(=O)Cc1ccc(-c2ccccc2)cc1 (configuration not stated)
    1	·	-2	-2	0.4	-1	i	-3	4	15
- CC(OC(=O)c1ccccc1O)C(=O)Nc1ccc(Cl)cn1 (configuration not stated)
    -3	1	4	0	1.6	-1	i	1	-1	4
- CCOC(=O)C1CCN(C(=O)COc2cc(C)c(Br)cc2C)CC1
    0	-7	-4	-6	-1.2	-3	i	-3	0	15
- CCOc1ccc(NC(=O)c2sc3nc(N4CCOCC4)c4c(c3c2N)CC(C)(C)OC4)cc1
    -2	-2	-17	0	-1.1	-2	i	-8	1	2
- CC1CCCC(NC(=O)c2ccc3snnc3c2)C1C (configuration not stated)
    2	-9	-3	17	-0.5	1	i	1	2	8
- COc1cc2c(cc1OC)C(C(=O)N1CCCCC1)C(c1ccccc1F)N(C)C2=O (configuration not stated)
    1	0	-3	3	-1.3	0	i	1	1	8
- CC(=O)c1ccc(S(=O)(=O)N2CCN(C(=O)CSc3ccc(C)c(C)c3)CC2)cc1
    0	-6	4	10	0.4	-6	i	2	-2	-4

Source: PubChem (Sanford-Burnham Center for Chemical Genomics)
